# Compound activity from PubChem.
# Ecoli viability – bacterial growth inhibition, counter-screen for AddAB inhibitors. E. coli V3065 growth, OD600 absorbance, 18 h. inhibition, % at 11.9 µM. 330,000 compounds, 0.27% hits. AID 449728;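 active = inhibition above the campaign's mean inhibition across all tested compounds plus 3 SD, cut at about 9.9% in these data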;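 note: uninfected addAB+ strain grown without phage in ampicillin broth; 0% = DMSO wells and 100% = ciprofloxacin 0.95 µg/ml wells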
# Tat export inh – blocks Tat-dependent protein export in E. coli. E. coli MC4100 TorA-mCherry Tat export, fluorescence. inhibition, % at 10 µM. 340,000 compounds, 0.036% hits;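 active = mean replicate inhibition at least 50% and at least half of replicates individually reaching 50%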;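 note: exported cargo escapes ClpAP degradation while cytoplasmic cargo is degraded and loses fluorescence; 0% = median of neutral control wells and 100% = median of NaSCN control wells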
# Pemphigus Ab inh – human desmoglein-3 autoantibody binding inhibition; AID 588358; binding (percent of control), % at 10 µM; DSG3-coupled beads, scFv-anti-DSG3-GFP binding, flow cytometry; hits give low values; 310,000 compounds, 0.48% hits; P32926;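 active = binding more than 3 SD below its plate's average and above zero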;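 note: hits lower antibody fragment binding to DSG3; some compounds called inactive have numbers as strong as hits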
# Target sequence (P32926 whole entry, looked up, the tested form may be a part): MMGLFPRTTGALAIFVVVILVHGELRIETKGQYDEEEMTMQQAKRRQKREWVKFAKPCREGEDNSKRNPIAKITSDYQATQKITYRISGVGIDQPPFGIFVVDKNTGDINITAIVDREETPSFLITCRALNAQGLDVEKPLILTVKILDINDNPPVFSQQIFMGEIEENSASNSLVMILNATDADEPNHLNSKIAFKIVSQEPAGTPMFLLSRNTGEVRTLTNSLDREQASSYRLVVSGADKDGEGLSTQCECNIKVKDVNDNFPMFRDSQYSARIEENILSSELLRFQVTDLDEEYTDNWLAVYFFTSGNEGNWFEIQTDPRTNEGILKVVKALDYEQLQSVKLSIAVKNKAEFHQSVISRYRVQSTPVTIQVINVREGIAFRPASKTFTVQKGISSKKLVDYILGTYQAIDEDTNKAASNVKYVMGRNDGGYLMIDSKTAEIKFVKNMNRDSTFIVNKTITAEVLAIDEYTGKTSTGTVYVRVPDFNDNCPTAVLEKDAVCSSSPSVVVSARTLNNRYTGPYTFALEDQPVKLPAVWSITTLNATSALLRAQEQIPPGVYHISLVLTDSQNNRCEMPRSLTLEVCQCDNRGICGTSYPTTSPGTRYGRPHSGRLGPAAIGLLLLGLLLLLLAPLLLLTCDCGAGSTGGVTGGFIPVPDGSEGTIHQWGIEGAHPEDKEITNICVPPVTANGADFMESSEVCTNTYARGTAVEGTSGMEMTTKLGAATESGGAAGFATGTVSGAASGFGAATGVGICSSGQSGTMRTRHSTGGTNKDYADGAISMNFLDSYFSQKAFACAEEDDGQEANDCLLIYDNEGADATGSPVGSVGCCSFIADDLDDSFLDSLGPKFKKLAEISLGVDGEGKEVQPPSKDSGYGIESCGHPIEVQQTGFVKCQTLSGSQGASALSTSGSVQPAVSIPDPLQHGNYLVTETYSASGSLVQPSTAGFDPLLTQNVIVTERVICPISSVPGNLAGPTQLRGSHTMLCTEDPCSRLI
# MOR-DOR ag – agonists of human mu-delta opioid receptor heterodimerization. P35372+P41143. cells, OPRM1-OPRD1 heterodimerization, luminescence. activation, % at 9.3 µM. 340,000 compounds, 0.3% hits; in the data active = activation above about 18%;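 note: 0% = vehicle-treated cells and 100% = reference agonist; values of inactives mirror those of a sister screen read the other way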
# PfHsp90 yeast 2 – growth inhibition of yeast expressing Plasmodium Hsp90; S. cerevisiae expressing PfHsp90, BacTiter-Glo ATP, 48 h; yeast lacking PDR1 and PDR3 efflux regulators; inhibition, % at 9.4 µM; 310,000 compounds, 0.32% hits;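 active = every replicate shows inhibition above about 80%, whatever the replicate mean, limit read from the data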;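 note: 0% = DMSO neutral controls and 100% = 20 µM radicicol positive controls; yeast relying on Plasmodium falciparum Hsp90 in place of its own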
# Mot1-301 SUMO – blocks SUMOylation pathway, rescuing yeast Mot1-301 growth. S. cerevisiae Mot1-301 growth rescue, ATP luminescence, 38.5C; percent above DMSO median, 100 means doubled. growth rescue, % at 18.8 µM. 320,000 compounds, 1% hits. AID 2716;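 active = every valid replicate shows activation above 250% relative to neutral control wells; inactive = the rest, any valid replicate at or below 250%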;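 note: OY570 slx delta 5 strain wells were the positive control but not used for scaling; some compounds called inactive have numbers as strong as hits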
# phage Ecoli inh – E. coli growth loss with phage present; inhibition, % at 11.9 µM; AID 651602; 360,000 compounds, 0.26% hits; growth absorbance; in the data active = inhibition above about 11%
# Arr AP2 block – blocks beta-arrestin peptide binding to AP2 adaptin. inhibition, % at 10 µM. FITC-arrestin peptide / GST-AP2 beads, flow cytometry; AP2 beta2 appendage carries R879A mutation. 340,000 compounds, 0.31% hits;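 active = inhibition above a set limit, near 3 SD of compounds lacking own fluorescence, cut at about 54% in these data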;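 note: plate controls were DMSO wells for no effect and 5 µM unlabelled arrestin peptide for full effect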
#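 System: GST-AP2 R879A glutathione beads. Medium: PBS with 0.05% Tween 20 and 0.1% BSA. Also added: FITC-arrestin peptide, 50 nM. Incubation: 12 min plus 1 h, RT. Measured by: high-throughput flow cytometry of beads, ex 488, em 535 nm. Evaluation: percent drop in bead-associated FITC signal.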
# PKA-R1A activ – activates the PKA-R1A holoenzyme complex; 340,000 compounds, 0.083% hits; activation, % at 11.4 µM; P00514+P68181; PKA-R1A dissociation, Cy5-IP20 fluorescence polarization; scaled: DMSO 0%, 113 µM cGMP 100%;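 active = percent activation above the mean of all tested compounds plus 3 SD, cut at about 19% in these data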;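 note: higher means more PKAc released from R1A so a rise in polarization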
# AddAB inh – less growth of phage-infected E. coli with AddAB; E. coli expressing H. pylori AddAB, absorbance growth; inhibition, % at 11.9 µM; 330,000 compounds, 0.29% hits; in the data active = inhibition above about 12%;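 note: 0% = vehicle wells of infected cells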
# MOR-DOR inv ag – inverse agonist of human OPRM1-OPRD1 heterodimerization; P35372+P41143; cell-based MOR-DOR heterodimer luminescence, inverse agonism; inhibition, % at 9.3 µM; 340,000 compounds, 0.21% hits; AID 504357; in the data active = inhibition above about 22%, passing the limit was not always enough;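 note: 0% = cells with DMSO and 100% = wells without cells with DMSO; values of inactives mirror those of a sister screen read the other way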
# * marks the source's active call; other numbers are inactive results; i = inactive; nt = not tested or not shown.
no.	molecule	Ecoli viability	Tat export inh	Pemphigus Ab inh	MOR-DOR ag	PfHsp90 yeast 2	Mot1-301 SUMO	phage Ecoli inh	Arr AP2 block	PKA-R1A activ	AddAB inh	MOR-DOR inv ag
1	COc1ccc(C(=O)N(Cc2ccccc2)c2ccc(C)cc2)cc1S(=O)(=O)N1CCOCC1	-2.6	9	167	-0.1	22	-1	1.2	34	-6	-3.1	1
2	COc1ccc2[nH]c(-c3cccc(F)c3)cc(=O)c2c1	0.7	-2	101	-3.2	nt	1	5.9	18	-6	3.7	18
3	O=c1[nH]c(C2CCN(S(=O)(=O)/C=C/c3ccccc3)CC2)nc2c1nnn2Cc1ccc(F)cc1	0.0	27	90	-0.1	4	4	-0.6	-3	-3	2.7	1
4	O=C(NC1CCSC1)c1cccc(Cl)c1 (centres undefined)	0.2	-6	119	-3.7	-14	16	0.4	-2	-17	1.8	19
5	CC(=O)NC1=NN(C(C)=O)C(C)(c2ccco2)S1 (centres undefined)	-1.4	5	98	0.3	9	-15	3.6	28	3	-0.7	-1
6	O=C(NC(=S)N1CCOCC1)c1cn(-c2ccccc2)nc1-c1ccc(F)cc1	-2.5	-2	105	2.3	3	nt	-1.2	-24	-1	-3.0	-9
7	O=C(c1cccs1)C1C(c2ccc(Br)cc2)NC(=S)NC1(O)C(F)(F)F (centres undefined)	0.7	-4	97	-1.9	-35	-10	2.8	-5	-1	3.0	11
8	O=[N+]([O-])c1c(NCc2ccccc2)cc(N2CCc3ccccc3C2)c2nonc12	-0.6	0	96	-0.5	4	nt	3.5	-1	-2	1.2	3
9	CC(C)COc1ccc(CSCCNC(=S)Nc2ccccc2)cc1	4.3	13	nt	4.1	-39	19	2.1	-11	-16	5.7	-17
10	O=C(Cc1cccs1)N(CC1CCCO1)C1(C(=O)NC2CCCCC2)CCCCC1 (centres undefined)	-0.5	-2	110	-3.2	nt	13	2.6	38	-1	-0.3	15
11	CC(C)(C#CCN1CCCC1)OCCC#N	-1.0	2	107	-3.5	5	25	2.8	16	-17	3.4	20
12	CCOC(=O)c1sc2nc(C)c3c(c2c1N)CC(C)(C)OC3	3.7	-1	103	-0.8	12	-8	3.4	19	10	2.4	4
13	CC(C)CNC(=O)c1cccc(NC(=O)COc2cccc([N+](=O)[O-])c2)c1	2.9	19	96	-2.2	27	174	5.8	2	4	3.1	11
14	CCOC(=O)C1(CCOC)CCN(C(C)CCc2ccc(OC)cc2)CC1 (centres undefined)	-0.8	0	106	-1.6	-12	18	3.2	-1	-16	3.0	7
15	COc1cccc2c(SCC(=O)N/N=C/c3ccc(O)c(O)c3)cc(C)nc12	-2.6	3	nt	nt	4	-4	3.3	-3	nt	-1.0	nt
16	COc1cccc(CN(C)C(=S)Nc2cccc(C)c2)c1	-0.6	3	96	-1.1	-14	nt	0.9	4	4	-1.2	6
17	c1ccc(CSc2nnc3ccc(-c4ccncc4)nn23)cc1	0.8	5	103	-0.7	-1	-1	-2.8	-6	3	1.2	4
18	CCCN(CCC)CCCNC(=O)Cn1cnc2sc(C)c(S(=O)(=O)N3CCC(C)CC3)c2c1=O	-1.1	-1	93	-0.5	-8	-1	-0.1	14	1	0.4	3
19	CN(CC(=O)Nc1ccccc1Cl)C(=O)Cn1cc(C(F)(F)F)cc(Cl)c1=O	1.7	7	96	-0.5	10	-9	-1.4	1	-6	0.5	3
20	Cc1cccc(OCCOC(=O)Nc2ccccc2)c1	-1.0	2	102	0.7	-9	31	2.8	-62	-4	1.1	-4
21	O=C(NCc1ccccc1)c1ccc(CN(c2ccccn2)S(=O)(=O)c2ccccc2)cc1	0.1	6	nt	-0.8	-15	-6	3.5	20	-20	1.3	5
22	O=C(Nc1ccccc1C(=O)NCCc1ccccc1)c1cnccn1	-0.4	4	112	-1.1	-18	-12	1.4	0	-3	3.2	6
23	Cc1cccc(NS(=O)(=O)c2cccc(C(=O)N3CCCC3)c2)c1	-0.4	-6	101	-2.7	nt	i	2.6	8	-19	-1.6	14
24	Cc1ccc(CS(=O)(=O)c2cn(CC(=O)Nc3ccon3)c3ccccc23)cc1	-0.3	5	95	-3.0	-1	-1	2.9	-7	-4	1.1	15
25	COc1ccccc1NC(=O)Nc1ccc(F)c(F)c1	0.1	-7	95	0.3	4	3	3.6	3	-5	3.3	-1
26	CN(C)CCN(C(=O)C1=COCCO1)c1nc2ccc(Cl)cc2s1	2.4	1	144	-1.5	-5	103	2.0	-9	3	5.4	8
27	O=[N+]([O-])c1ccc(CCNc2cccc3ccccc23)c([N+](=O)[O-])c1	0.7	0	93	6.3	-28	-33	3.5	-4	-14	4.0	-39
28	COc1ccc(CNC(=O)c2cc(-c3cccs3)on2)cc1	-1.6	-6	98	0.6	13	nt	1.7	19	-6	-3.1	-3
29	Cc1cc(C)cc(N(CC(=O)Nc2cc(C)ccc2C)S(=O)(=O)c2c(C)[nH]c(=O)[nH]c2=O)c1	-3.8	1	101	-1.1	4	nt	-0.6	2	5	1.2	6
30	Cc1ccc(-n2ccnc(SCC(=O)NC3CCCCC3)c2=O)cc1F	-2.5	3	97	-1.1	nt	0	1.2	-6	1	-2.3	7
31	CCN(CC)S(=O)(=O)c1ccc(NC(=O)Nc2cccc(C(F)(F)F)c2)cc1	8.0	0	nt	6.2	10	-13	10	27	-10	9.1	-31
32	N#Cc1ccc(CSc2nnc(NC(=O)c3ccc4ncsc4c3)s2)cc1	-0.6	11	92	3.0	-29	44	2.8	-14	-21	2.4	-17
33	CC(C)=CC(=O)Nc1nnc(-c2ccccc2C)s1	2.7	-6	98	3.1	2	-8	4.1	-10	9	6.6	-17
34	O=C(Nc1ccccc1C(=O)O)c1cccc(NC(=O)c2ccccc2Br)c1	1.9	-3	100	0.6	8	0	0.6	4	-6	5.5	-3
35	CC1CCN(CCNC(=S)Nc2ccc(Cl)cc2)CC1	-0.3	-6	101	0.2	4	-3	3.5	6	-2	0.6	-1
36	CSc1ncc(Cl)c(C(=O)Nc2c(C)cccc2C)n1	-0.7	-8	nt	-2.1	31	10	1.4	6	-3	0.2	10
37	COCC(=O)NC1CCN(C(=O)NCc2ccccc2)CC1	-1.4	-2	nt	0.4	-22	85	5.0	6	1	1.0	-2
38	CCCc1ncc(C(O)c2ccc(OC)cc2)n1C (centres undefined)	3.9	-1	103	-1.1	16	4	1.2	-1	9	2.8	6
39	O=C(CN1CCCCC1)NNc1nc(-c2ccccc2)c2cc(Cl)ccc2n1	-7.0	-5	95	-0.8	-58	-17	1.1	-12	11	-4.3	4
40	CCOC(=O)c1cc(-c2ccc(C#N)cc2)nc2c1c(C)nn2CCC#N	-1.6	-14	106	-1.0	-47	74	1.7	26	8	6.2	5
41	N#Cc1cnc2cc(-c3ccccc3)nn2c1N	-2.0	-4	94	nt	-10	143	-0.3	38	nt	0.2	nt
42	O=C(Nc1ccc2nc(C3CC3)n(Cc3ccccc3)c(=O)c2c1)C1CC1	0.9	1	104	-0.9	-25	2	-1.1	6	3	1.1	5
43	Cc1ccc(OCC(=O)Nc2cc(C(=O)O)cc(C(=O)O)c2)cc1C	3.0	-1	101	-3.4	-2	9	0.6	15	-2	1.1	18
44	CCc1cc2c(=O)n(Cc3ccco3)c(SCC(=O)NC3CCS(=O)(=O)C3)nc2s1 (centres undefined)	-0.6	-1	96	-3.0	-35	-13	5.2	-6	-4	2.2	14
45	CCOC(=O)c1nc2c(ccc3ccccc32)cc1C	-0.4	nt	101	nt	nt	13	3.1	9	nt	-0.6	nt
46	COc1ccc(CCCC(=O)Nc2ccc(F)cc2)cc1	2.2	3	101	-0.6	5	13	2.2	8	10	3.5	3
47	NC(=O)CNC(=O)c1cccc(Cl)c1	0.7	4	102	0.2	-2	7	1.8	9	3	2.5	-1
48	CCC(=O)N1CCc2cc(S(=O)(=O)NCCC(=O)Nc3ccccc3C)ccc21	2.1	-6	106	-4.1	-12	5	2.9	-6	0	2.6	23
49	C=C(C)c1cccc(C(C)(C)NC(=O)Nc2ccc(OC)cc2)c1	-1.9	0	86	0.3	nt	13	3.3	-10	-3	-1.7	-2
50	Cc1ccc(S(=O)(=O)N(C)C)cc1NC(=S)NNC(=O)C(N)=O	-0.4	-1	93	nt	22	-12	4.4	2	nt	-0.9	nt
51	CCOc1ncccc1C(=O)NNC(=O)CSc1ccc(Cl)cc1	-4.3	3	96	-1.7	-15	25	-1.5	-4	-9	-3.5	6
52	CCOc1ccc(S(=O)(=O)N(CC)CC(=O)NCc2cccnc2)cc1C	-2.1	-2	107	-2.4	0	35	1.3	2	1	2.6	13
53	CCn1ccnc1CN1CCc2c([nH]c3ccccc23)C1CC(C)C (centres undefined)	-0.8	1	105	2.2	-17	125	2.1	45	-1	-3.1	-11
54	COc1cc2c(cc1OC)CN(CC(=O)Nc1ccc(F)cc1)CC2	-0.2	8	93	-2.6	15	54	3.3	25	-5	1.9	13
55	COc1ccccc1C(=O)NC(CCSC)C(=O)NNC(=O)c1ccccc1C (centres undefined)	0.8	1	100	3.5	nt	186	0.9	3	-12	0.3	-22
56	COCC1CCCN(Cc2cn(-c3ccccc3F)nc2-c2cc(C)sc2C)C1 (centres undefined)	1.2	-4	90	4.8	4	2	0.1	4	4	2.6	-25
57	O=C(NCCc1ccccc1)C1CCN(S(=O)(=O)c2cccnc2)CC1	-4.0	-10	98	-1.9	14	43	1.6	10	5	-0.6	11
58	O=C(N/N=C/c1ccc(OC(=O)c2ccccc2Cl)cc1)c1ccc(O)cc1	1.0	-3	114	0.2	-24	0	1.7	29	2	2.0	-1
59	Cc1c(C(=O)N2CCCC2)oc2c1-c1[nH]ncc1CC2	-0.8	-7	101	-1.4	-17	-13	2.9	9	5	0.5	8
60	CCC(=O)c1c[nH]c(C(=O)NCc2ccco2)c1	1.4	-2	93	-1.9	-43	1	2.6	7	3	0.3	10

# (next part)
no.	molecule	Ecoli viability	Tat export inh	Pemphigus Ab inh	MOR-DOR ag	PfHsp90 yeast 2	Mot1-301 SUMO	phage Ecoli inh	Arr AP2 block	PKA-R1A activ	AddAB inh	MOR-DOR inv ag
61	CCNc1nc(Cl)nc(-c2cn(-c3ccccc3)c3ccccc23)n1	-0.7	0	93	6.2	6	-7	2.1	5	8	-1.9	-32
62	O=C(CCCCN1CCCCC1)c1ccccc1	2.3	-6	108	-2.1	-32	38	2.6	-1	-3	1.7	11
63	CC1CCN(CC(O)COC2CC(C)CCC2C(C)C)CC1 (centres undefined)	0.2	1	111	3.7	11	5	4.7	3	-1	4.2	-20
64	COc1ccc(/C(C)=N/Nc2nc3ccccc3nc2C)cc1OC	-0.2	2	115	-3.5	5	-17	2.5	29	-16	3.0	18
